LYP inhibition: inhibitors of LYP phosphatase, biochemical, fluorescence intensity, uHTS (AID 1779). Tyrosine-protein phosphatase non-receptor type 22 (Homo sapiens). recombinant LYP phosphatase, fluorescence intensity; higher % means a stronger effect. one-dose inhibition, % at 11.5 µM; IC50 in µM for titrated hits. 290,000 tested, 0.054% active;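 further: plate controls were vehicle with enzyme for no effect and no enzyme for full effect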
HIV fusion peptide: inhibitors of HIV fusion peptide binding, primary screen, biochemical, uHTS, fluorescence dequenching (AID 1986). 290,000 tested, 0.3% active. inhibition, % at 20 µM, or IC50 in µM where a hit was titrated. cell-free peptide binding, fluorescence dequenching, 30 min; higher % means a stronger effect; in the data active means inhibition mostly above about 52%, no sharp cut-off; inactive means mostly below about 76%; further: some results filed as inactive read as strong as hits
Myeloid diff MLP: induction of myeloid progenitor differentiation, primary screen, cell-based, flow cytometry, MLPCN library | ER-HoxA9 myeloid progenitors, lysozyme-GFP differentiation | calls only at 10 µM | 360,000 tested, 1% active | AID 624256, 2012;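 active means normalized GFP-positive differentiation at or above the plate's own cutoff, the solvent-only control mean plus 3 SD; inconclusive means no clear call, values can overlap the other calls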;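 further: cells exposed to compound for four days before flow analysis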
HEK293 NOD2/NF-kB: NOD2 signaling inhibitors, cell-based, luminescence, uHTS, HEK293 (AID 1566); inhibition, % at 4 µM; hits with a dose series show EC50 in µM; HEK293 NOD2/NF-kB luciferase reporter, luminescence; higher % means a stronger effect; 290,000 tested, 0.63% active; further: many of its hits are not listed in these tables
NOD1 NF-kB reporter: NOD1 signaling inhibitors, primary screen, cell-based, luminescence, uHTS (AID 1578); NOD1-driven NF-kB luciferase reporter cells, luminescence; higher % means a stronger effect; one-dose inhibition, % at 4 µM; EC50 in µM for titrated hits; 290,000 tested, 1% active; in the data active means inhibition mostly above about 36%, no sharp cut-off; inactive means mostly below about 34%;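 further: HEK-293T reporter cells stimulated with the NOD1 agonist gamma-tri-DAP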
KOR beta-arrestin-1: KOR agonists, beta-arrestin recruitment, primary screen, cell-based, luminescence, uHTS (AID 1777); KOR beta-arrestin recruitment, luminescence; higher % means a stronger effect; activation, % at 10 µM, or EC50 in µM where a hit was titrated; 280,000 tested, 0.02% active; in the data active means activation above about 50%, passing the limit was not always enough; further: a part of the inactive calls stands beside numbers as strong as those of hits
SIAH1 antagonists: Siah-1 peptide-binding antagonists, primary screen, biochemical, fluorescence polarization, rhodamine-plectin, uHTS (AID 1817) | one-dose displacement, % at 20 µM; IC50 in µM for titrated hits | E3 ubiquitin-protein ligase SIAH1 (Homo sapiens) | Siah-1 / rhodamine-plectin peptide fluorescence polarization; higher % means a stronger effect | 290,000 tested, 0.02% active;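 active means displacement of at least 50% at 20 µM, with a fluorescence ratio check between 0.3 and a set limit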;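 further: plate controls were Siah plus tracer with DMSO for no effect and tracer alone without Siah for full effect; strong numbers were not always called active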
KOR beta-arrestin-2: KOR antagonists, beta-arrestin recruitment, cell-based, luminescence, uHTS (AID 1778); one-dose inhibition, % at 10 µM; IC50 in µM for titrated hits; KOR beta-arrestin recruitment, luminescence, antagonist mode; higher % means a stronger effect; 290,000 tested, 0.091% active; further: strong numbers were not always called active
PhoP inhibition: inhibitors of PhoP regulon expression, primary screen, Salmonella Typhimurium, GFP reporter (AID 1863); S. Typhimurium PhoP-regulated promoter GFP reporter, 4 h; higher % means a stronger effect; one-dose inhibition, % at 50 µM; IC50 in µM for titrated hits; 300,000 tested, 0.16% active;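 active means inhibition over 29.93%, a cutoff 3 SD above the screen mean, later confirmed by dose response; inconclusive means inhibition over 29.93% but no dose response follow-up; inactive means inhibition at most 29.93% or unconfirmed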;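 further: 0% = low Mg2+ inducing control and 100% = high Mg2+ repressing control; strong numbers were not always called active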
Myeloid diff MLP GFP+ MAC1+ %: also measured in Myeloid diff MLP; calls as there; GFP+ MAC1+ double positive, %; measured here: differentiation confirmed by MAC1 staining
* hit, by the source's call; i = inactive; ? = inconclusive; . = no result given; [ ] = another dose, or the depositor's remark. Unless noted, no stated cut-off is given here; in the data, active means inhibition above about 50%; inactive means the rest. The list is partial. The share of hits here may be higher or lower than overall.

compound	LYP inhibition	HIV fusion peptide	Myeloid diff MLP	Myeloid diff MLP GFP+ MAC1+ %	HEK293 NOD2/NF-kB	NOD1 NF-kB reporter	KOR beta-arrestin-1	SIAH1 antagonists	KOR beta-arrestin-2	PhoP inhibition
Cc1cc(C)cc(CSCC(=O)NN=C2CCCCCC2)c1	-3%	0.0%	i	0.3	-3%	-41%	-0.2%	6%	-20%	4%
O=C(Cc1cn2ccsc2n1)NCc1ccccc1	-10%	-1.1%	i	9.2	-5%	22%	-3.5%	-4%	.	7%
O=C(Cc1cccs1)NCC1CCCO1 (stereo not given)	-4%	1.9%	i	1.5	11%	0%	7.4%	1%	6%	18%
CCCOc1ccc(C(CC(=O)O)NS(=O)(=O)c2ccc(NC(C)=O)cc2)cc1 (stereo not given)	-2%	0.0%	i	0.7	2%	-52%	1.3%	4%	-31%	-5%
CC(C)NCC(O)COc1ccc(Br)cc1 (stereo not given)	-7%	-1.1%	i	0.4	22%	-15%	-2.3%	6%	-54%[20 µM]	-5%
COc1ccccc1NC(=O)c1[nH]c(C)c(C(C)=O)c1C	-3%	-0.3%	i	1.1	-12%	-28%	5.5%	-1%	14%	-1%
CCOCCCNC(=O)C(NC(=O)c1ccccc1O)c1ccc(C)cc1 (stereo not given)	-5%	-0.8%	i	0.6	13%	-28%	5.4%	5%	16%	-10%
S=c1[nH]nc(-c2ccco2)n1/N=C/c1ccc(Cl)cc1	-4%	5.2%	i	0.5	-3%	-10%	-2.4%	-7%	-33%	14%
COc1ccccc1NC(=O)NCCc1ccccc1	-5%	-1.6%	i	0.8	-16%	-3%	-7.7%	-8%	33%	4%
Cc1ccc(NS(=O)(=O)c2ccc3c(c2)n(C)c(=O)n3C)cc1	-9%	0.7%	i	1.0	30%	0%	-4.4%	2%	10%	6%
N/C(CSc1ncccc1C(F)(F)F)=N\O	-1%	1.6%	i	0.5	-3%	0%	0.5%	2%	-3%	-10%
Cc1cc(C)c(NC(=O)Cn2c(=O)n(Cc3ccco3)c(=O)c3ccccc32)c(C)c1	-6%	-1.9%	i	1.4	5%	-3%	-3.6%	6%	-39%	0%
O=C(COc1ccccc1/C=C\c1[nH]c(=O)[nH]c(=O)c1[N+](=O)[O-])Nc1ccccc1	3%	29%	i	0.2	8%	-17%	-7.3%	6%	-16%	-1%
COC(=O)C1=C(C)OC(N)=C(C#N)C1c1cccnc1 (stereo not given)	-5%	0.7%	i	1.2	10%	15%	-5.6%	2%	15%	-21%
Cc1cccc(OCc2nnc(SCC(=O)N3CCCC3)o2)c1	-9%	-0.6%	i	1.3	8%	-2%	-4.4%	-4%	5%	6%
O=C(NCCCN1CCCC1=O)c1cc2nc(-c3ccco3)cc(C(F)(F)F)n2n1	-8%	1.5%	i	2.4	11%	-10%	2.3%	-2%	-89%	-3%
CC(C)Sc1nc2ccccc2n1CC(=O)NCc1ccc2c(c1)OCO2	-2%	0.0%	i	8.0	-1%	-20%	.	6%	.	-6%
O=C(c1ccccc1)c1nc2ccccc2[nH]c1=O	-5%	2.9%	i	5.7	17%	-7%	-0.3%	2%	-2%	2%
CCOC(=O)c1cc2ccccc2nc1C	-9%	0.4%	i	1.9	-4%	0%	6.9%	-2%	-19%	0%
Cc1ccc(C(=O)N2CCN(c3ncc(C(F)(F)F)cc3Cl)CC2)s1	-2%	-1.2%	?	.	12%	-14%	-1.9%	0%	32%	-5%
CCc1ccccc1NS(=O)(=O)c1cccc2nsnc12	-4%	-2.0%	i	0.9	24%	-2%	-1.0%	-1%	8%	8%
COCC(=O)Nc1nnc(CCc2ccccc2)s1	-8%	-3.4%	i	3.3	-10%	-5%	-0.9%	-1%	-17%	9%
Cc1cc(C(=O)OCC(=O)Nc2ccc(F)cc2[N+](=O)[O-])c2ccccc2n1	2%	0.1%	i	0.3	-8%	-21%	8.4%	-1%	-24%	8%
CCN(CC)S(=O)(=O)c1ccc(O)c(C(=O)OCC(=O)Nc2ccc(OC(F)(F)F)cc2)c1	-5%	-1.8%	i	0.2	21%	0%	0.9%	5%	-44%	-13%
O=C(NCCSCc1ccccc1)c1ccc(C2SCC(=O)N2Cc2ccccc2)cc1 (stereo not given)	6%	-0.8%	i	4.4	-36%	4%	6.6%	1%	11%	-10%
O=C(Nc1ccc(Cl)c(Cl)c1)N1CCCCCC1	-7%	0.1%	i	0.6	-42%	-16%	6.7%	-2%	-14%	2%
CCOCCCNC(=O)CCc1ccc(S(=O)(=O)Nc2ccc(C)cc2)cc1	-5%	-0.7%	i	0.2	12%	-15%	-0.6%	1%	-3%	-1%
N=C1C(c2nc3ccccc3s2)=C(O)CN1C1CCC(O)CC1 (stereo not given)	-4%	-1.2%	.	.	-5%	-10%	4.4%	-4%	27%	-8%
CCOc1ccc(NC(=S)N2CCn3c(nc4ccccc43)C2)cc1	1%	0.7%	.	.	8%	-38%	.	0%	.	4%
COc1ccccc1-n1ccnc1SCC(=O)NC(C)(C)C	-4%	1.1%	i	0.4	19%	-31%	-0.5%	7%	-11%	-1%
Cc1cc(C)nc(NNC2=CC(=O)CC(C)(C)C2)n1	-10%	5.9%	i	0.5	22%	1%	-8.4%	-7%	21%	6%
Cc1cccc(OCCC(=O)Nc2ccc(F)c(Cl)c2)c1	4%	2.4%	i	0.3	8%	-25%	16%	2%	24%	-5%
O=C1CC(c2c(F)cccc2Cl)C(n2cncn2)C(O)=C1C1NCCc2ccccc21 (stereo not given)	-4%	2.6%	i	0.4	-6%	-52%	6.1%	1%	-20%	-5%
CCOC(=O)C(=O)N1CCC(C(=O)OCC)CC1	-5%	-0.3%	i	0.4	-16%	2%	5.4%	-2%	-28%	-10%
Cc1ccccc1Cn1nc(C)c(NC(=O)/C=C/c2cnn(C)c2)c1C	-3%	1.1%	i	1.1	8%	-27%	-1.4%	-1%	-22%	-10%
O=S(=O)(c1ccc(Cl)nc1)N1CCc2ccccc21	-8%	-0.5%	i	0.5	3%	11%	-1.0%	8%	39%	4%
COc1ccc(NC(=O)C2CCCN(S(=O)(=O)c3ccc4c(c3)oc(=O)n4C)C2)c(OC)c1 (stereo not given)	-8%	2.6%	i	1.6	13%	-7%	-1.7%	2%	-1%	5%
COc1ccc2c(c1)CCc1cc(C(=O)N3CCN(c4ccc(N5CCOCC5)nn4)CC3)sc1-2	3%	-0.9%	i	1.6	25%	-16%	0.2%	-6%	-34%	-7%
CC(Sc1nc2ccccc2c(=O)n1CCc1ccc(S(N)(=O)=O)cc1)C(=O)NC(N)=O (stereo not given)	-3%	-1.9%	i	2.7	-64%	16%	-5.5%	-4%	9%	0%
CCC(C)NC(=O)c1ccc(CSCc2ccccc2Cl)o1 (stereo not given)	-6%	-1.3%	.	.	0%	-14%	-7.3%	-1%	14%	6%
O=C1c2cccc3cccc(c23)C(=O)N1c1ccc2ncccc2c1	-19%	-7.1%	i	0.3	10%	-13%	-7.5%	14%	15%	-2%
Cc1ccc(NC(=O)c2cccc(S(=O)(=O)N3CCCCC3)c2)cc1	-6%	0.2%	i	0.6	23%	-7%	-3.2%	2%	-3%	0%
NNC(=O)CCN1CCN(C(c2ccccc2)c2ccccc2)CC1	-2%	-2.0%	i	0.1	10%	-18%	2.2%	2%	2%	1%
Cc1csc2nnc(N)n12	8%	4.3%	i	0.3	2%	-17%	-4.2%	1%	-19%	-2%
O=C(CSc1nnnn1-c1ccccc1)Nc1ccc(Cl)cn1	0%	0.9%	i	1.2	-10%	-30%	-1.5%	2%	12%	-4%
O=C(CCC(=O)N1CCN(S(=O)(=O)c2ccc(Cl)cc2)CC1)Nc1ccc(Cl)cc1Cl	-4%	1.1%	i	0.0	-4%	-16%	4.8%	0%	7%	8%
CC(C)(C)NC(=O)Cn1nnc(-c2ccc(OCc3c(F)cccc3Cl)cc2)n1	-4%	1.2%	i	0.4	-8%	37%	1.0%	-2%	-40%	4%
CC1CN(C(=O)CSc2nnc(-c3ccc(Cl)cc3)n2C)CC(C)O1 (stereo not given)	-6%	12%	i	6.6	12%	-17%	-2.6%	4%	24%	3%
COC(=O)c1[nH]c2ccc(C)cc2c1NC(=O)CN1CCN(c2ccc(F)cc2)CC1	2%	5.3%	i	1.4	-17%	21%	4.4%	-2%	-1%	-6%
CCC(C(=O)OC)n1cnc2scc(-c3ccc(C)cc3)c2c1=O (stereo not given)	-2%	1.3%	i	0.9	12%	-20%	-4.0%	2%	12%	-5%
COc1cc(C(=O)NCC(=O)OC(C)C(=O)Nc2ncc(Cl)cc2Cl)cc(OC)c1OC (stereo not given)	-1%	-1.4%	i	1.0	-5%	-38%	3.6%	4%	-17%	-8%
CCOc1ccc(S(=O)(=O)N(CC(N)=O)c2ccc(C)cc2)cc1	-6%	-1.2%	i	1.0	5%	.	0.7%	0%	9%	-4%
O=C(NNC(=S)Nc1ccccc1Cl)c1ccccc1	-8%	-0.3%	i	0.7	-151%	-80%	-1.9%	1%	-15%	-6%
CNS(=O)(=O)c1ccc(NC(=O)C(CCSC)NC(N)=O)cc1 (stereo not given)	-3%	-1.4%	i	0.8	7%	-19%	-1.9%	2%	5%	13%
O=C(O)c1ccc(S(=O)(=O)c2ccccc2C(=O)O)c([N+](=O)[O-])c1	-6%	3.6%	i	0.5	-21%	-6%	-1.3%	-5%	37%	-2%
CCN(CC)C(=O)COc1ccc2c3c(c(=O)oc2c1C)CCCC3	-4%	0.3%	i	0.1	22%	-18%	-4.5%	3%	-9%	-3%

(more compounds)
compound	LYP inhibition	HIV fusion peptide	Myeloid diff MLP	Myeloid diff MLP GFP+ MAC1+ %	HEK293 NOD2/NF-kB	NOD1 NF-kB reporter	KOR beta-arrestin-1	SIAH1 antagonists	KOR beta-arrestin-2	PhoP inhibition
CCC(C)n1nccc1NC(=O)C(C)OC(=O)c1cc2ccccc2[nH]1 (stereo not given)	-1%	1.7%	i	1.0	2%	5%	-0.9%	-1%	-17%	-5%
CSc1ncc(C(=O)Nc2cc(C)ccc2C)c(C)n1	-4%	3.6%	i	0.3	16%	-6%	-4.5%	2%	-4%	9%
NC(=S)N/N=C1\c2ccccc2-c2c(C(=O)O)cccc21	-6%	3.0%	i	0.2	0%	-12%	5.1%	1%	12%	1%
O=CNCC(=O)NCCc1ccc(Cl)cc1	-2%	-1.6%	i	1.5	5%	-13%	-0.8%	-4%	17%	-4%

Bioassay records as filed in PubChem BioAssay.
